Screens deposited in PubChem BioAssay by Sanford-Burnham Center for Chemical Genomics.
SENP8 block-1: inhibitors of human SENP8 protease; Q96LD8; purified SENP8, Z-RLRGG-aminoluciferin cleavage, luminescence; 330,000 compounds, 1.2% hits; AID 2540; inhibition, % at 10 µM; in the data active = inhibition above about 50%
Target sequence (Q96LD8 whole entry, looked up): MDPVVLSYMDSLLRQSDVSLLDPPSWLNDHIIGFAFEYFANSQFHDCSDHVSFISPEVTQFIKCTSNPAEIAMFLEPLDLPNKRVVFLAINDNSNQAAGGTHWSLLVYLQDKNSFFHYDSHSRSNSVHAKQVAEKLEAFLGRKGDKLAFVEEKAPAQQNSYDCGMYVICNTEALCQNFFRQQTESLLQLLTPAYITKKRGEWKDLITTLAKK
SENP8 block-2: SENP8 (human) protease inhibition | Q96LD8 | recombinant SENP8, Nedd8 substrate fluorescence | inhibition, % at 20 µM | 360,000 compounds, 0.64% hits | AID 602440; in the data active = inhibition mostly above about 40%, no sharp cut-off; inactive = mostly below about 27%
PfG6PD inh: PfG6PD (Plasmodium falciparum) enzyme inhibition | PfGluPho enzyme, NADPH resazurin-diaphorase fluorescence | inhibition, % at 20 µM | 350,000 compounds, 0.78% hits | AID 504690;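 active = inhibition reaching at least a set limit at 20 µM in the primary screen, cut at about 59% in these data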;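 note: 0% = DMSO wells with substrate and 100% = DMSO wells lacking glucose-6-phosphate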
HKDC1 inh: HKDC1 (human) hexokinase inhibition; recombinant HKDC1, G6PDH/diaphorase resazurin coupled fluorescence; Q2TB90; inhibition, % at 20 µM; 340,000 compounds, 0.16% hits; AID 493160;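 active = inhibition above about 35% when tested at 20 µM, limit read from the data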;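 note: plate controls were DMSO wells with enzyme for no effect and DMSO wells lacking enzyme for full effect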
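test system = in-house recombinant HK5 (HKDC1) enzyme | amount = HKDC1 at 5 µg/mL | control set = DMSO-enzyme wells negative, buffer-substituted wells positive | compound = one dose of 20 µM, 1% DMSO | schedule = reaction time 90 min, room temperature, protected from light | technique = resorufin fluorescence at 613 nm | reagent = glucose with 1 mM ATP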
UBC13 polyUb: blocks human UBC13 polyubiquitin chain formation; P61088; TR-FRET; inhibition, % at 20 µM; 330,000 compounds, 0.47% hits; AID 485273; in the data active = inhibition above about 45%, passing the limit was not always enough
Target sequence (P61088 whole entry, looked up): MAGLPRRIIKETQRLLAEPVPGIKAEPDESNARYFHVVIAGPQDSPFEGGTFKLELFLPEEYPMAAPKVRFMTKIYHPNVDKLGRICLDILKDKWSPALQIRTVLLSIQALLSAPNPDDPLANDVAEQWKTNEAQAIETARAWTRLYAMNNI
SENP6 inh: blocks the human protease SENP6; Q9GZR1; Recombinant SENP6 catalytic domain, aminoluciferin luminescence; inhibition, % at 10 µM; 330,000 compounds, 1.8% hits; AID 2599;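 active = inhibition above about 50% at the single tested dose, limit read from the data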;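 note: plate controls were DMSO wells with enzyme for no effect and DMSO wells lacking enzyme for full effect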
MIN6 prolif: induces beta-cell replication in MIN6 cells; MIN6 cells proliferation, ATPlite luminescence, 48 h; cells starved in 0.2% serum; 100% = growth in 10% serum; proliferation, % at 10 µM; 330,000 compounds, 0.29% hits; AID 2380;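 active = compounds whose signal lies at least 3.5 SD above the mean of all wells on their plate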;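 note: 0% = DMSO-treated cells in low-serum medium and 100% = 10% serum control; some compounds called inactive have numbers as strong as hits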
SENP7 inh: blocks the human protease SENP7 | Q9BQF6 | recombinant SENP7, Z-RLRGG-aminoluciferin luminescence, 40 min | inhibition, % at 5 µM | 330,000 compounds, 1.5% hits | AID 434973;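 active = inhibition above about 50% at the single test dose, limit read from the data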;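 note: plate controls were DMSO with enzyme for no effect and no enzyme buffer wells for full effect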
Target sequence (Q9BQF6 706-1050 limits assumed): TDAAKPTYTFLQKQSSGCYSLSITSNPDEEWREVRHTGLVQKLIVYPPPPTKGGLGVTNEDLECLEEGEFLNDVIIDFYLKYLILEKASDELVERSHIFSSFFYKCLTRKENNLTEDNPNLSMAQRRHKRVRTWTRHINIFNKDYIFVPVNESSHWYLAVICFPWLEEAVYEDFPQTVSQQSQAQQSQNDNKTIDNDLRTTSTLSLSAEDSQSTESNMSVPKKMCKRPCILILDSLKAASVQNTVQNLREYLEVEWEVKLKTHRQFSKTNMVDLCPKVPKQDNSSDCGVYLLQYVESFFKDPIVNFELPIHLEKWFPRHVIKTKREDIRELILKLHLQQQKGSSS
SENP1 inh: blocks the human SENP1 SUMO protease catalytic domain. AID 624204. 360,000 compounds, 0.21% hits. inhibition, % at 10 µM. recombinant SENP1 catalytic domain, CyPet-SUMO1-YPet FRET cleavage;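 active = inhibition at least 30% at 10 µM, raw YFP signal under a set limit, fluorescence ratio 0.5 to 1.5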;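 note: 0% = enzyme with DMSO and 100% = no enzyme wells; some results filed as inactive read as strong as hits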
Target sequence (Q9P0U3 419-644 limits assumed): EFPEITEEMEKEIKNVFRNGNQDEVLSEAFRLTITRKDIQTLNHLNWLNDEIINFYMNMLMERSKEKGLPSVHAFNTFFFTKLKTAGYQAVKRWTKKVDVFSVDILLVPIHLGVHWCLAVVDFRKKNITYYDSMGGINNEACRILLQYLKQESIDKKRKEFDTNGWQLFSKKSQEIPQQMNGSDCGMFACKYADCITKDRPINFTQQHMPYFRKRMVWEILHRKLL
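Assay system – human recombinant His6-tagged SENP1 catalytic domain enzyme · Input – SENP1 enzyme, 20 pM final · Buffer or medium – Tris pH 8 buffer plus EDTA, NaCl, BME, BSA, NP40, catalase · Schedule – 50 min reaction at room temperature · Technique – FRET read of cyan and yellow fluorescence · Control set – no-enzyme wells low, DMSO-plus-enzyme wells high control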
Active calls of the source: *; / = no result given.

Values run as follows: PfG6PD inh	SENP1 inh	SENP8 block-1	UBC13 polyUb	SENP8 block-2	MIN6 prolif	SENP6 inh	SENP7 inh	HKDC1 inh
COC(=O)c1ccccc1NS(=O)(=O)c1c(C)noc1C
 : 49	1	0	-2	2	-2	0	1	-3
COc1ccc(OC)c(NC2c3ccccc3C(=O)N2c2cccnc2)c1 (stereo not given)
 : 43	-6	-2	-3	-2	-3	-12	0	15
Cc1cc(C)c(S(=O)(=O)NCCn2c(C)cc3ccccc32)c(C)c1
 : 28	-57	1	-16	-38	-7	-13	8	1
Cc1ccc(NC(=O)c2cc3c(CO)cnc(C)c3oc2=Nc2cccc(C(N)=O)c2)cc1
 : 23	-1	0	16	18	2	-7	2	-3
O=C(Nc1cccc(S(=O)(=O)N2CCCCC2)c1)c1ccc(OCC2CCCO2)cc1 (stereo not given)
 : 10	2	4	-2	4	0	-20	-1	-8
CC(C)Oc1ccc(C(=O)Nc2ccccc2N2CCOCC2)cc1
 : -1	1	2	4	14	1	-6	-3	-5
C[C@H](CO)N1C[C@H](C)[C@@H](CN(C)Cc2ccccc2)Oc2c(NC(=O)c3ccncc3)cccc2C1=O
 : 15	2	-8	-5	-3	-3	-7	-7	-1
Oc1ccc(N=Nc2nccs2)c(O)c1
 : 12	12	73*	-249	31	-6	87*	74*	-3
COc1ccccc1CNC(=O)C1CCN(S(=O)(=O)N2CC(C)CC(C)C2)CC1 (stereo not given)
 : 0	0	-9	6	14	-1	-9	-7	8
CC1CCCC(NC(=O)Cn2c(Cl)nc3c2c(=O)n(C)c(=O)n3C)C1C (stereo not given)
 : -2	-2	0	3	3	-2	4	-8	-7
CCCCNC(=O)c1cc2nc(-c3ccccc3)cc(C(F)(F)F)n2n1
 : 2	-3	-1	-10	-275	-1	4	4	-5
Cc1cccnc1NC(=O)CCc1c[nH]c2ccccc12
 : 0	0	9	3	11	-1	-4	7	-2
OC1CNCc2cc3c(cc21)OCCO3 (stereo not given)
 : /	/	-5	7	/	-2	0	4	/
O=C(CSc1nnc(-c2ccncc2)n1CC1CCCO1)Nc1cccc(O)c1 (stereo not given)
 : 1	3	-3	-16	15	2	-3	-6	8
Cc1ccc(C(=O)Nc2ccc(F)cc2)o1
 : 9	0	-12	4	27	0	21	9	2
FC(F)Oc1ccccc1/C=N/Nc1nc2ccccc2o1
 : 5	1	-15	-3	-39	0	-8	-9	-3
COc1cc(/C=C/C(=O)OCC(=O)c2c(N)n(C)c(=O)n(C)c2=O)ccc1OCC#N
 : 5	-2	14	3	-108	3	1	1	-1
CCOc1ccc(NC(=O)CSc2nnc(C(C)C)n2CC)cc1
 : 4	3	-4	4	16	-2	-13	-3	-5
COc1ccc(NS(=O)(=O)c2cc(NC(=O)c3ccc(=O)[nH]n3)ccc2C)cc1
 : 8	0	12	15	8	-1	-7	0	-1
Cc1cc(C)n(Cc2ccc(NC(=O)c3ccc(COc4ccccc4Br)cc3)cc2)n1
 : 19	1	-3	-1	8	-5	-9	4	-7
Cc1ccc(S(=O)(=O)N(C)CCCC(=O)N2CCOCC2)cc1
 : -18	0	4	4	18	-3	-3	0	0
CCOC(=O)Cc1[nH]nc2c1C(c1cccc(OC)c1OC)C(C#N)=C(N)O2 (stereo not given)
 : -1	1	5	-1	3	-2	12	6	-2
Cc1cn2c(nc(=O)c3cccnc32)s1
 : -12	-2	0	10	-334	1	-12	5	-5
CCN1CCN(CCCNC(=O)CNC(=O)c2nn(-c3ccc(OC)cc3OC)c(=O)c3ccccc23)CC1
 : 7	7	2	0	2	0	1	2	-2
O=C(Nc1ccc(OC(F)F)cc1)Nc1cccc(C(F)(F)F)c1
 : 41	-1	-2	5	13	-6	-3	-7	2
Cc1nn(C(=O)c2nn(C)cc2[N+](=O)[O-])c(C)c1Br
 : -3	3	-1	7	13	-2	13	8	-9
CC(C)(C)c1ccc(NC(=O)COc2ccc(-n3ccnc3)cc2)cc1
 : -9	-4	-4	0	-10	-4	-3	3	6
COc1ccc(CCNC(=O)c2cc(-c3ccccc3O)n[nH]2)cc1OC
 : -2	3	2	1	13	1	3	9	0
COc1ccc(OC(=O)COc2cc(C)ccc2C)cc1
 : 9	2	1	1	2	6.1*	2	-1	-1
CCC(C)(C(=O)NC1CCCCC1)N(Cc1cccs1)C(=O)Cc1cccs1 (stereo not given)
 : 2	2	3	-8	14	-1	2	8	-4

Profiles as entered above:
Cc1cn2c(nc(=O)c3cccnc32)s1 in the list: PfG6PD inh: -12; SENP1 inh: -2; SENP8 block-1: 0; UBC13 polyUb: 10; SENP8 block-2: -334; MIN6 prolif: 1; SENP6 inh: -12; SENP7 inh: 5; HKDC1 inh: -5
CCC(C)(C(=O)NC1CCCCC1)N(Cc1cccs1)C(=O)Cc1cccs1 (stereo not given) in the list: PfG6PD inh: 2; SENP1 inh: 2; SENP8 block-1: 3; UBC13 polyUb: -8; SENP8 block-2: 14; MIN6 prolif: -1; SENP6 inh: 2; SENP7 inh: 8; HKDC1 inh: -4

Carrying on.
Values run as follows: PfG6PD inh	SENP1 inh	SENP8 block-1	UBC13 polyUb	SENP8 block-2	MIN6 prolif	SENP6 inh	SENP7 inh	HKDC1 inh
O=C(Cc1ccc(F)cc1)N/N=C/c1ccccn1
 : 26	-2	4	-6	12	-4	14	-1	-6
CN(C)c1ccc(-c2noc(C3CCN(S(=O)(=O)c4ccc(C(=O)O)cc4)CC3)n2)cc1
 : 1	0	-4	-25	-9	1	-13	-8	10
COc1ccc(C(=O)Nc2ccncc2)cc1S(=O)(=O)N1CCOCC1
 : -4	1	-5	-3	9	6	-7	-9	-9
CC(=O)c1ccc(NC(=O)CN2C(=O)NC(C)(C3CCCCC3)C2=O)cc1 (stereo not given)
 : 16	1	5	2	-8	-1	3	-3	-2
COc1ccccc1C1/C(=C(\O)c2ccc3c(c2)OCCO3)C(=O)C(=O)N1Cc1cccnc1 (stereo not given)
 : -28	-14	-9	-12	-1	3	-8	0	-3
Cc1ccc(NC(=O)CC2=NC(=O)C(CC(=O)Nc3ccccc3C)S2)cc1 (stereo not given)
 : -13	0	-6	-3	-4	1	1	-8	-9
CC1Cc2cc(S(=O)(=O)N3CCC(C(=O)N4CCCCC4)CC3)ccc2N1C(=O)C1CC1 (stereo not given)
 : -15	1	10	-3	12	0	14	-2	-1
COC(=O)c1cc(=O)n2c(-c3ccccc3)csc2n1
 : -6	0	6	-6	18	0	8	5	1
CCOc1ccc(C(=O)NCC2CCCN2S(=O)(=O)c2cccs2)cc1 (stereo not given)
 : 2	-3	1	1	6	7	-8	2	-1
O=C(Nc1ccccn1)C1(c2cccs2)CCOCC1
 : -7	3	-4	8	15	2	-6	-2	-3
CCOC(=O)CSc1nnc(-c2ccccc2)o1
 : -1	0	-5	8	12	-2	-8	9	-4
Cc1cc(C(=O)COC(=O)c2ccc(O)cc2O)c(C)n1C(C)C
 : 3	0	-20	-2	9	-5	5	-11	1
Cc1ccc(-c2csc(NC(=O)C3CSC4(C)CCC(=O)N34)n2)cc1 (stereo not given)
 : -3	0	1	-7	-5	-3	-3	9	-2
O=C(CN1CCN(c2ccccc2F)CC1)NC(=O)NCc1ccco1
 : -7	0	8	-5	-3	-2	1	2	-8
CC(C)Cc1[nH]c(=O)c(C#N)c2c1COC(C)(C)C2
 : -5	1	1	-3	-413	0	9	5	3
CCOC(=O)N1CCN(C(=O)COC(=O)c2cccc(C)c2[N+](=O)[O-])CC1
 : -6	-2	0	5	10	-3	2	3	-9
Nc1nc(SCC(=O)N2N=C3/C(=C/c4ccco4)CCCC3C2c2ccco2)n[nH]1 (stereo not given)
 : 23	-5	0	-12	-111	-2	18	0	1
O=C(c1cc(Br)c(Br)s1)N1CCN(c2ccccn2)CC1
 : -7	2	0	-4	6	-2	-9	-8	2
CCn1c(CSc2nc3ccccc3[nH]2)nc2cc(C(=O)O)ccc21
 : -13	-31	1	9	-287	-3	-1	5	2
CN1CCN(C(=O)c2cc3sccc3n2CC(=O)c2ccccc2)CC1
 : 4	-4	2	-7	7	-2	-9	2	-6
CN(C(=O)C1CCN(S(=O)(=O)c2cccs2)CC1)C1CCCCC1
 : -4	0	-5	-4	9	-2	-18	0	16
CCCCN1C(=O)C(=O)N(CC(=O)Nc2ccc(OC(F)(F)F)cc2)C1=O
 : 0	5	-1	-10	2	1	5	16	1
CC(C(=O)O)n1nc2ccccc2n1 (stereo not given)
 : 10	-1	-2	-10	17	-3	-3	0	2
COc1ccc(NC(=O)Cc2ccc(Cl)cc2Cl)cn1
 : -9	1	-6	2	20	-2	6	7	-5
CC(=O)Nc1ccc(SCC(=O)Nc2cc(C(C)(C)C)nn2-c2ccccc2)cc1
 : 10	2	5	4	15	-2	-3	3	-3
Cc1ccc(C(=O)N2CCCC(N3CCN(c4ccccc4C)CC3)C2)c(=O)[nH]1 (stereo not given)
 : 2	-1	-3	1	6	-3	-8	-11	-5
CCN(CC)CCN(C(=O)CCS(=O)(=O)c1ccccc1)c1nc2cc3c(cc2s1)OCO3
 : 1	0	7	7	2	7	-5	-1	-7
CCn1c(Oc2ccccc2)nc2c1c(=O)n(C)c(=O)n2C
 : -20	4	-6	-4	13	-2	5	-5	4
O=C(NCCCN1CCCCC1)c1ccc2c(c1)NC(=O)c1ccccc1S2
 : 26	-3	0	27	24	-4	-4	4	-7
O=C(CN(Cc1ccco1)S(=O)(=O)c1ccccc1)N/N=C/c1cccc(O)c1
 : -14	3	-10	-1	15	0	4	4	1
COc1ccc(O)c(N)c1
 : /	/	21	-25	/	-5	41	11	/
Cc1ccc(C)c(OCCn2cc(/C=C(/C#N)C(=O)NCC3CCCO3)c3ccccc32)c1 (stereo not given)
 : 6	-51	4	-3	-43	-3	-5	-4	1
CCCCNC(=O)CNC(=S)N(CCCN1CCOCC1)Cc1cccs1
 : -7	1	-9	-10	16	-2	-13	-1	-5
Fc1ccc(C(c2nnnn2Cc2cccs2)N2CCN(C3CCCC3)CC2)cc1 (stereo not given)
 : -11	1	5	9	10	4	5	4	-2
O=C(COc1ccc(Br)cc1)Nc1ccccc1N1CCCC1
 : 0	1	-6	7	5	-2	-16	-8	-9
O=C(O)c1cc(-c2ccccc2)nc2ccccc12
 : -4	1	3	0	-3	-3	-12	-3	-1
COc1ccc(OC)c(/C=C2\S/C(=N/NC(=O)c3ccc4ccccc4c3)NC2=O)c1
 : -49	-28	/	/	-135	/	/	/	-20
CCOc1ccc(C(=O)Nc2ccccc2NC(C)=O)cc1OCC
 : 2	1	1	8	5	-3	-9	7	1
Cn1nc(C(=O)NCc2ccccc2)c2c1-c1ccccc1S(=O)(=O)C2
 : -2	0	-2	3	18	9	-6	3	-4
CCN(C(C)=O)c1nnc(CSc2nc3ccccc3s2)s1
 : -6	-2	/	/	2	/	/	/	-5
CC(C)C(NC(=O)c1ccccc1Br)c1ccccc1 (stereo not given)
 : -11	3	-3	0	5	0	13	12	-4
CCOc1ccc(Cn2c(=O)sc3ccccc32)cc1
 : -14	2	-13	9	1	-3	-16	-1	-4
COc1ccc(CCNC(=O)CCCCCN2C(=O)c3ccccc3C2=O)cc1OC
 : 4	0	6	7	13	-1	5	7	-7
CCCCOc1ccc(C(=O)OCC(=O)NC2CCCC2)cc1
 : 7	4	-3	3	4	-4	-7	4	-1
